NPYLR7 ag: activates Aedes aegypti NPYLR7 receptor; HEK293T NPYLR7/Galpha15, GCaMP6s calcium fluorescence; activation, % at 10 µM; 270,000 tested, 0.15% active; in the data active = activation above about 40%;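 also: 0% = vehicle and 100% = reference agonist at the receptor; some compounds past the cut are filed as inactive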
hcGAS lum: inhibitors of human cGAS; AID 1259398; 290,000 tested, 0.081% active; inhibition, % at 12.5 µM; recombinant h-cGAS, ATP depletion, Kinase-Glo luminescence;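 also: 0% = vehicle reaction and 100% = reaction without DNA for no activity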
Target sequence (Q8N884 whole entry, looked up): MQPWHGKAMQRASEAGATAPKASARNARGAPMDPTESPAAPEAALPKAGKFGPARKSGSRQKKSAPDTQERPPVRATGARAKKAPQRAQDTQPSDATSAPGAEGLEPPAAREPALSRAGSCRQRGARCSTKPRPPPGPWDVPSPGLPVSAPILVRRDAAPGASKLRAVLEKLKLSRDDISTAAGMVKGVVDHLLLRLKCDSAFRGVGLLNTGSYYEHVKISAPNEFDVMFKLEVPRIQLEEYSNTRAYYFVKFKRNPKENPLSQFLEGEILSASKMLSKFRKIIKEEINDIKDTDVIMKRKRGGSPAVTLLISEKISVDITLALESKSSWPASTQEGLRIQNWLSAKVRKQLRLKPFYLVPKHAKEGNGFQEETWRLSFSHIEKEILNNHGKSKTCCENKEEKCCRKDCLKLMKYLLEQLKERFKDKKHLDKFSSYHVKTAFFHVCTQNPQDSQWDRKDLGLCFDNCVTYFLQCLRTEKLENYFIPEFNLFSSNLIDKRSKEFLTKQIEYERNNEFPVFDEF
mcGAS inh: inhibitors of mouse cGAS | Q8C6L5 | recombinant cGAS, Kinase-Glo ATP depletion luminescence | inhibition, % at 12.5 µM | 160,000 tested, 0.15% active | AID 1259399;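 also: 0% = negative control wells and 100% = reference inhibitor with no enzyme activity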
* hit, by the source's call; . = no result given; & = joins results of further samples. Rule as the data show it, unless noted: active = inhibition above about 40%; inactive = the rest.

Results follow in this order: mcGAS inh	NPYLR7 ag	hcGAS lum
1) O=C(c1ccc(Cl)c(Cl)c1)N1CCN(C(=O)c2ccc(Cl)c(Cl)c2)CC1
    -6	0	-4
2) CCS(=O)(=O)Oc1cccc(CN(CCOC)C(=O)Nc2ccccc2OC)c1
    -3	7	-6
3) CCCC1COCCN1C(=O)CN1CC(=O)NC1=O (stereo unspecified)
    .	1	2
4) CS(=O)(=O)c1ccccc1S(=O)(=O)N1CCC(Oc2ccccc2)CC1
    -15	1	-5
5) CC1(C)CC(CCN2CCCCC2)(c2cccc(C(F)(F)F)c2)CCO1 (stereo unspecified)
    -6	.	-8
6) Cc1nccn1CC(=O)N(C)CC1(C)CCOCC1
    -4	.	-3
7) CCc1nc(C)c(C(=O)NCCSc2nnc(C)s2)s1
    .	6	-8
8) COc1cc2c(cc1OC)C(c1ccccc1)N(C(=O)Nc1cccc(C#N)c1)CC2 (stereo unspecified)
    -4	1	1
9) CC(C)c1cc2c(=O)[nH]c(CN(Cc3ccccc3)CC(O)COc3ccc(Cl)cc3)nc2s1 (stereo unspecified)
    -5	-5	-2
10) CCn1c(C2CCN(CCC(C)c3ccc(C)o3)CC2)n[nH]c1=O (stereo unspecified)
    .	-3	-1
11) Cc1ccsc1[C@@H]1CCN(C(=O)CCNC(=O)c2ccccc2F)C[C@H]1O
    .	12	-5
12) O=C(c1c(F)c(F)cc(F)c1F)N1CC(=O)N2CCc3c(F)cccc3C2C1 (stereo unspecified)
    -6	1	-4
13) CN1CCCC2(CC1)CCN(C(=O)CCCOc1ccccc1)CC2
    .	8	-6
14) CC(C)C(=O)Nc1ccc(SCc2cccnc2)nn1
    .	-1	0
15) COc1cccc(CN(Cc2ccc3c(c2)OCO3)Cc2nc(C(=O)NCCc3ccccn3)co2)c1OC
    -5	8	-2
16) CC(=O)CCN1C(=O)NC(C)(c2c(F)cccc2F)C1=O (stereo unspecified)
    .	2	-6
17) O=S(=O)(c1ccc(Nc2cn[nH]c2)cc1)C(F)(F)F
    .	1	-15
18) CSc1ccc(COc2coc(CN3CCN(C(=O)c4ccc(NC(C)=O)cc4)CC3)cc2=O)cc1
    -6	20	-11
19) COc1cc(OC)c2c(c1)S(=O)(=O)C(c1ccccc1)=C2N
    .	0	-5
20) CC=CCSc1nc2c(c(=O)[nH]c(=O)n2C)n1CC=CC
    .	-6	-5
21) CCOC(=O)C1(Cc2cccc(Cl)c2)CCCN(Cc2cnc(N)nc2)C1 (stereo unspecified)
    .	-5	6
22) CN(C)CCN1CC(C(=O)N(C)Cc2nc3ccc(F)cc3[nH]2)CC1=O (stereo unspecified)
    .	14	-1
23) Cc1nc2n(n1)C(=O)C(C(c1cccs1)N1CCN(Cc3ccccc3)CC1)S2 (stereo unspecified)
    -7	4	-5
24) Cc1ccccc1N1CCN(c2ncccc2CNC(=O)NC(C)(C)C)CC1
    .	1	4
25) CCn1nccc1C(=O)N(CC1CCCO1)c1nc2c(Cl)cccc2s1 (stereo unspecified)
    -9	3	-6
26) Clc1ccc(/C=N\Nc2nc(N3CCCC3)nc(N3CCOCC3)n2)cc1
    -5	-1	-2
27) CCS(=O)(=O)c1ccc(-c2ccc(NS(=O)(=O)c3cc(C)c(C)cc3C)cc2)nn1
    1	-5	-3
28) COCCNC(=O)c1sc(=O)n(Cc2ccc(S(C)(=O)=O)cc2)c1C
    .	-4	-3
29) CC/C=C(\C)CN1CCC(CNC(=O)c2cccc(O)c2C)C1 (stereo unspecified)
    .	27	-4
30) O=C1CSc2ccc(C(=O)N3CC=C(c4ccccc4)CC3)cc2N1
    -5	10	-3
31) Cc1ccccc1C1c2ccsc2CCN1C(=O)CN(CC1CCCO1)C(=O)C(C)(C)CCl (stereo unspecified)
    -5	-2	-5
32) Cc1cc(N2CCCC(c3[nH]ncc3Cc3ccccc3)C2)nc(N)n1 (stereo unspecified)
    .	2	-11
33) O=C(c1ccc(-n2cnnc2)cc1)N1CCCC1C(F)(F)F (stereo unspecified)
    -17	8	-4
34) COc1ccccc1C1=NN(C(=O)c2cccc(F)c2)C(c2ccc3nccnc3c2)C1 (stereo unspecified)
    1	0	3
35) CC(C)c1ccccc1NC(=O)c1ccc(-c2ccccc2CO)o1
    .	0	0
36) Cc1cc(N)n(-c2nc(-c3cccs3)cs2)n1
    .	-3	-6
37) CN(C)C(=O)N1CCC(C(=O)NC2CC(=O)N(C3CCCCCC3)C2)CC1 (stereo unspecified)
    .	3	-5
38) COc1ccc(Br)cc1S(=O)(=O)N1CCCN(Cc2ccc(Cl)cc2)CC1
    .	19	-9
39) O=c1c2nnn(-c3ccc(Cl)cc3)c2ncn1Cc1cccc2ccccc12
    -6	-5	-2
40) CSc1sc(C)cc1/C=N\NC(=O)C(NC(=O)c1ccccc1)c1n[nH]c(=O)c2ccccc12 (stereo unspecified)
    -4	-8	-3
41) CN(C)c1nc(N(C)C)nc(N(C#N)Cc2ccc(Cl)cc2)n1
    .	2	-8
42) CN(Cc1ccccc1)c1ncccc1CNC(=O)c1ncoc1C1CC1
    .	-1	-5
43) CC(Cc1ccc2c(c1)OCO2)CN1CCn2c(nnc2C(=O)NC2CCCCC2)C1 (stereo unspecified)
    .	8	-6
44) COc1cccc(COc2c[nH]c(C(=O)Nc3ccccc3OC)cc2=O)c1
    .	-1	-11
45) CCCNC(=O)CN(C)C(=O)CCC(=O)c1cc(C)sc1C
    -9	1	-3
46) Cc1ccc2cc(CN3CCN(Cc4cccc(F)c4)CC3)c(=O)[nH]c2c1
    .	9	1
47) O=C(O)c1ccc(N2C(=O)C3C4C=CC(C4)C3C2=O)cc1 (stereo unspecified)
    -4	-6	-1
48) C=CC[C@@H]1CC=C[C@@H](C)N1C(=O)CCn1c(C)cc(C)nc1=O
    .	-5	-9
49) CCOC(=O)CCc1c(C)nc2ncnn2c1NCc1cccc(OC)c1OC
    -5	.	-6
50) O=C(CNC(=O)c1ccc(Cl)cc1)N=Nc1c(O)[nH]c2ccccc12
    -3	4	-7
51) COc1ccc(CCOc2nc(-c3ccccc3F)n(-c3ccc(N)cc3)n2)cc1
    -4	-5	-1
52) CCN(CC)S(=O)(=O)c1ccc(OC)c(N2CCN(C(=O)C3(c4ccc(Cl)cc4)CCCC3)CC2)c1
    -5	22	0
53) CCOc1ccccc1NC(=O)Cn1c(=O)n(Cc2ccco2)c(=O)c2oc3ccccc3c21
    -2	13	-2
54) Cc1csc(Cn2nnc(-c3ccccc3Br)n2)n1
    .	-1	-8
55) COc1ccc(CCN2CC(C(=O)NCCN3CCCC3=O)CCC2=O)cc1 (stereo unspecified)
    .	3	-6
56) CCN1C(=O)C2(CCCCC2)NC1c1cnc(C(C)(C)C)s1 (stereo unspecified)
    .	2	-8
57) Cc1cccc(NC(=O)CC2CSc3ncc(C)c(=O)n32)n1 (stereo unspecified)
    .	-3	-6
58) CC1CC(C)CN(CCNC(=O)c2scnc2Cl)C1 (stereo unspecified)
    .	-4	2
59) CCOc1ccccc1NC(=O)N1CC(=O)N2CCc3cc(OC)c(OC)cc3C2C1 (stereo unspecified)
    -6	24	-9
60) O=C(CN1CCN(CCOc2ccccc2)CC1)Nc1ccccc1N1CCCC1
    .	-3	-7

Continued.
Results follow in this order: mcGAS inh	NPYLR7 ag	hcGAS lum
61) CCS(=O)(=O)c1ccc(O)c(NC(=O)COc2ccc(Cl)c(C)c2)c1
    .	14	-9
62) COc1cccc(CN(Cc2ccc(F)cc2)CC(O)Cc2ccccc2)c1OC (stereo unspecified)
    -4	31	-10
63) CCn1c(SCc2nnc(C)o2)nnc1-c1ccc(Cl)cc1
    -6	3	-4
64) Cc1ccc2nc(CSc3ncnc4sc5c(c34)CCC5)cc(=O)n2c1
    -4	2	-3
65) O=C(NCCc1ccccc1)N1CCCC(Nc2ccc3c(c2)OCO3)C1 (stereo unspecified)
    -13	16	-9
66) CCN(CC)C(=O)Cn1cc(SCC#N)c2ccccc21
    -6	-4	-3
67) COCCNC(=O)Cn1nc2c(c1NC(=O)Cc1ccc(OC)cc1)CSC2
    -8	-3	-9
68) C=CCN1C(=O)NC(c2ccccc2)C2=C1CN(Cc1ccco1)C2=O (stereo unspecified)
    -4	.	-5
69) CN(CC1COCCO1)S(=O)(=O)NCc1ccccc1 (stereo unspecified)
    .	4	-5
70) CC(C)(CNC(=O)c1sccc1-c1ccccc1)N1CCOCC1
    .	1	-14
71) COc1ccc(CN(C)Cc2nc(-c3ccccn3)no2)c2cccnc12
    -9	14	-6
72) CCc1nc2n(n1)C(=O)C(C(c1cccc(C)c1)N1CCN(C(C)=O)CC1)S2 (stereo unspecified)
    -8	0	-7
73) CCCCN(Cc1cccn1Cc1ccc(Br)cc1)C(=O)CN(CCCOC)S(=O)(=O)c1ccc(Cl)cc1
    -4	2	0
74) CCOc1ccc2nc(N3CCCN(Cc4ccoc4)CC3)nc(C)c2c1
    .	1	-3
75) CN1CCN(C(=O)c2ccnc(-c3cc(N)nc4[nH]ccc34)c2)CC1
    .	6	-5
76) COc1ccc(Oc2cc(Cl)ncn2)cc1
    .	-7	0
77) COc1ccc(CN(CCN2CCOCC2)CC(O)c2ccccc2)cc1 (stereo unspecified)
    -3	14	-3
78) CC(=O)c1ccc(N=Nc2c(-c3ccc([N+](=O)[O-])cc3)[nH]n(-c3ccccc3)c2=O)cc1
    -7	-3	-3
79) CN(C)CCN(C(=O)c1cccc([N+](=O)[O-])c1)c1nc2cc3c(cc2s1)OCO3
    -5	19	-1
80) Cc1ccc2ncn(CC(=O)NC(C)c3ccc(C)c(C)c3)c(=O)c2c1 (stereo unspecified)
    .	-4	-2
81) NS(=O)(=O)c1ccc(Sc2nnc3ccccn23)c([N+](=O)[O-])c1
    .	12	2
82) Cc1ccsc1CNc1ccccc1C(=O)N(Cc1nccn1C)C1CC1
    .	2	-6
83) CCOc1ccc(-n2c(=O)[nH]c3c(C(N)=O)nc(CCc4ccccc4)nc32)cc1
    -7	-4	-7
84) CC1(C)Cc2ccccc2C2=CC(=O)C(=O)N21
    .	2	0
85) O=C(c1cccc(Br)n1)N1CCOC(COc2ccc(F)cc2)C1 (stereo unspecified)
    -6	-5	-6
86) COc1ccc(C2CCCCN2C(=O)c2ccc(C(F)(F)F)o2)cc1 (stereo unspecified)
    .	11	-5
87) Cc1cccc(C(=O)N2C(C(=O)NCc3cccnc3)COC23CCN(C(=O)Cc2ccccc2)CC3)c1 (stereo unspecified)
    -5	2	-6
88) COCCN1CC(C(=O)N(C)Cc2ccsc2)CC1=O (stereo unspecified)
    .	10	-10
89) CC(=O)Nc1ccc(Nc2cc(C)nc3c(-c4ccc(C)cc4)cnn23)cc1
    -3	-7	0
90) CC1COCCN1C(=O)CCCC1CCCCC1 (stereo unspecified)
    .	-5	-14
91) O=C(C[C@@H]1CCNC[C@@H]1Cc1cc(CSc2ccccc2)on1)NCCN1CCOCC1
    -8	-11	-7
92) CC(C)N(Cc1ccc2c(c1)OCO2)C(=O)c1cccc(-n2cnnc2)c1
    .	27	-2
93) Cc1cc(S(=O)(=O)N2CCC(c3cn(Cc4cccc(F)c4)c4ccccc34)CC2)c(C)cc1Cl
    -7	26	-2
94) C=C1CC(=O)C2=C(C)C[C@H](OC(=O)/C(C)=C/C)C3[C@@H](OC(=O)[C@@]3(C)OC(=O)C=C(C)C)C12 (stereo partly specified)
    -4	5	-4
95) COCCn1c(=O)c2c(nc3n2CCCN3c2ccc(OC)cc2)n(C)c1=O
    .	15	-12
96) CS(=O)(=O)Cc1cccc(C(=O)NC2CCCCCC2)c1
    -2	-2	4
97) O=C(Nc1ccc(-c2nc3ccccc3o2)cc1)C1CCN(C(=O)c2ccccc2)CC1
    -12&-5	6&1	-5&-2
98) COc1cccc(CCNC(=O)CC2CSc3nc4c(c(=O)n32)CCCC4)c1 (stereo unspecified)
    .	-1	0
99) CCOC(=O)C1(CCc2ccccc2)CCN(C(=O)Cc2nonc2C)CC1
    -2	13	-2
100) COc1cccc(-c2nnc(SCc3ccc(C(=O)NCc4ccco4)cc3)n2-c2cccc(C)c2)c1
    -4	17	-7

Looked up above.
For NPYLR7 ag, CC(=O)Nc1ccc(Nc2cc(C)nc3c(-c4ccc(C)cc4)cnn23)cc1 reads -7
For hcGAS lum, O=C(C[C@@H]1CCNC[C@@H]1Cc1cc(CSc2ccccc2)on1)NCCN1CCOCC1 reads -7
For hcGAS lum, COc1ccc(C2CCCCN2C(=O)c2ccc(C(F)(F)F)o2)cc1 (stereo unspecified) reads -5
For hcGAS lum, CC(C)N(Cc1ccc2c(c1)OCO2)C(=O)c1cccc(-n2cnnc2)c1 reads -2

Full records from above. Values in the order: mcGAS inh	NPYLR7 ag	hcGAS lum
Results for CCn1c(C2CCN(CCC(C)c3ccc(C)o3)CC2)n[nH]c1=O (stereo unspecified) = .	-3	-1
Results for O=C(CN1CCN(CCOc2ccccc2)CC1)Nc1ccccc1N1CCCC1 = .	-3	-7
Results for COc1cccc(COc2c[nH]c(C(=O)Nc3ccccc3OC)cc2=O)c1 = .	-1	-11
Results for COCCNC(=O)Cn1nc2c(c1NC(=O)Cc1ccc(OC)cc1)CSC2 = -8	-3	-9
Results for CC/C=C(\C)CN1CCC(CNC(=O)c2cccc(O)c2C)C1 (stereo unspecified) = .	27	-4

Continued.
Results follow in this order: mcGAS inh	NPYLR7 ag	hcGAS lum
101) CNC(=O)CSc1nc(-c2ccccc2)c(NC(=O)CC2CCCC2)s1
    -4	-7	0
102) CCCn1c(SCC(O)c2ccccc2Cl)n[nH]c1=O (stereo unspecified)
    .	6	-7
103) CC(=O)c1ccc(NC(=O)Cn2cnc([N+](=O)[O-])n2)cc1
    -5	-8	-4
104) CCOc1ccc(C#N)cc1NC(=O)CCc1ccc(OC)c(F)c1
    .	5	-4
105) CNC(=O)CN(C)c1nc(-c2ccncc2)nc2c1CCN(C(C)=O)C2
    .	13	-5
106) CC(C)C(C)n1nccc1NC(=O)c1cccc(-n2cnnc2)n1 (stereo unspecified)
    -11	4	2
107) CC(c1ccncc1)n1ncc2cc(CCCO)cnc21 (stereo unspecified)
    .	0	-10

Bioassay records from PubChem BioAssay.
